Assay outcomes: PubChem, Sanford-Burnham Center for Chemical Genomics
Jurkat NFkB inh = lowers PMA/ionomycin-induced NF-kB signal in Jurkat cells | inhibition, % at 4 µM | actives 0.53% (n = 330,000) | PMA/ionomycin-induced NF-kB luciferase reporter, luminescence
SENP7 inh = blocks the human protease SENP7; Q9BQF6; recombinant SENP7, Z-RLRGG-aminoluciferin luminescence, 40 min; inhibition, % at 5 µM; actives 1.5% (n = 330,000); AID 434973;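 active = inhibition above about 50% at the single test dose, limit read from the data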;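 also: plate controls were DMSO with enzyme for no effect and no enzyme buffer wells for full effect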
Target sequence (Q9BQF6 706-1050 limits assumed): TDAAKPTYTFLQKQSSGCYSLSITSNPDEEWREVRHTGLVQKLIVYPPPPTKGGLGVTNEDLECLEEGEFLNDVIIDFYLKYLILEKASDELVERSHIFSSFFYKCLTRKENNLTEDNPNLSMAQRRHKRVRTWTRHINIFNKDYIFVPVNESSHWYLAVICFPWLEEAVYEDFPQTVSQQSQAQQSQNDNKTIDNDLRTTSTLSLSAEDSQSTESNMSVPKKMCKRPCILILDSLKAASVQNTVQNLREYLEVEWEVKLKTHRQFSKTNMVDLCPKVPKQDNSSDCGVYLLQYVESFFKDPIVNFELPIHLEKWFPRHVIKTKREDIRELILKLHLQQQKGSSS
HKDC1 inh = HKDC1 (human) hexokinase inhibition. recombinant HKDC1, G6PDH/diaphorase resazurin coupled fluorescence. inhibition, % at 20 µM. actives 0.16% (n = 340,000). AID 493160;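 active = inhibition above about 35% when tested at 20 µM, limit read from the data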;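 also: plate controls were DMSO wells with enzyme for no effect and DMSO wells lacking enzyme for full effect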
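Test system: recombinant HKDC1 (HK5) hexokinase enzyme, produced in-house / Doses: 20 µM test compound, 1% DMSO / Timing: 90 min, room temperature / Detection: G6PDH/diaphorase-coupled fluorescence, 1 mM NADP, 100 µM resazurin, 525/613 nm / Control set: DMSO wells with and without enzyme mix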
Gli-Sufu antag = blocks Gli-Sufu signaling in a luciferase reporter. Sufu-KO-LIGHT fibroblasts, Gli luciferase reporter luminescence. inhibition, % at 5 µM. actives 0.74% (n = 340,000). AID 588413;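 active = inhibition above about 55%, limit read from the data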;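 also: 0% = DMSO-treated cells and 100% = wells with medium but no cells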
UBC13 inh = inhibitors of human UBC13 polyubiquitin chain formation; P61088; TR-FRET; inhibition, % at 20 µM; actives 0.47% (n = 330,000); AID 485273; in the data active = inhibition above about 45%, passing the limit was not always enough
Target sequence (P61088 whole entry, looked up): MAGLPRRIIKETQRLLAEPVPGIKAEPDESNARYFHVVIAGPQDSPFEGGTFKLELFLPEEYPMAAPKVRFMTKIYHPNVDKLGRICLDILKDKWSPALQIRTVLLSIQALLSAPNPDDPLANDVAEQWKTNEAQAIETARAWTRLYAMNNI
SENP8 inh = inhibitors of human SENP8 protease; Q96LD8; purified SENP8, Z-RLRGG-aminoluciferin cleavage, luminescence; inhibition, % at 10 µM; actives 1.2% (n = 330,000); AID 2540
Target sequence (Q96LD8 whole entry, looked up): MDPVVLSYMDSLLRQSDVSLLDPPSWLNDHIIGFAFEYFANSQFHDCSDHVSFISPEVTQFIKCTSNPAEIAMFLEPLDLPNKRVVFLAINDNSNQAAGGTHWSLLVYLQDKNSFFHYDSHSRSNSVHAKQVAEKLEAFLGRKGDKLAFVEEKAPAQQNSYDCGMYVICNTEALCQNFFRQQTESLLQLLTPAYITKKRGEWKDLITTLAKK
697 NFkB inh = lowers PMA/ionomycin-induced NF-kB signal in 697 B cells; inhibition, % at 4 µM; 697 B-cell NF-kB luciferase reporter, 16 h; AID 435022; actives 0.33% (n = 330,000); in the data active = inhibition above about 35%
Apaf-1 inh = human Apaf-1 inhibition; AID 489030; inhibition, % at 20 µM; actives 0.71% (n = 330,000); O14727; reconstituted apoptosome caspase-3 activity, DEVD-Rh110 fluorescence; active = inhibition of at least 40% at 20 µM;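 also: plate controls were DMSO wells for no effect and DEVD-CHO caspase inhibitor wells for full effect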
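System – cell-free apoptosome with Apaf-1, procaspase-3 and caspase-9 · Buffer or medium – pH 7.5 Hepes buffer with CHAPS, BSA, DTT · Also added – cytochrome c with DEVD-Rh110 · Times – 30 min compound preincubation, 50 min activation, room temperature · Technique – Rh110 fluorescence intensity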
* = called active by the depositor; x = not tested or not shown. Rule as the data show it, unless noted: active = inhibition above about 50%; inactive = the rest. Not a hit list. About 3.6% of those tested had a hit in this group.

Screens in order: Jurkat NFkB inh	SENP7 inh	HKDC1 inh	Gli-Sufu antag	UBC13 inh	SENP8 inh	697 NFkB inh	Apaf-1 inh
Cc1ccc(/C=c2\sc3n(c2=O)CN(c2ccc(Br)cc2)CN=3)o1
  -8	-8	0	-7	-10	-21	-3	10
CCc1cccc(CC)c1NC(=S)N1CCn2cccc2C1c1ccncc1 (stereo not given)
  12	12	-3	7	-13	-5	4	-12
Cc1ccc(C)c(-n2c(Cc3cc(=O)[nH]c(=O)[nH]3)nnc2SCC(=O)NCC2CCCO2)c1 (stereo not given)
  -14	7	-2	2	1	1	-10	-1
CN(NS(=O)(=O)c1ccc(Br)cc1)c1nc(C(F)(F)F)nc2ccccc12
  -11	3	-4	12	-8	3	-9	9
COc1ccccc1NS(=O)(=O)c1ccc(OC)c([N+](=O)[O-])c1
  -1	1	-8	6	-9	-3	10	-1
O=C(Nc1cccc(-c2cccc(Cl)c2)c1)C1CCN(Cc2ccon2)CC1
  -2	7	2	11	16	2	-1	33
CNC(=O)c1cc2c(ccc3ccccc32)o1
  -29	4	0	-27	-1	-2	-10	3
COC(=O)c1scc(C#N)c1N/N=C(\C#N)S(=O)(=O)c1ccc(Cl)cc1
  6	-1	6	2	-16	4	-16	-10
Cc1cc(C(=O)CCl)c(C)n1-c1c(C)n(C)n(-c2ccccc2)c1=O
  11	3	5	5	1	4	16	-2
Cc1ccc(S(=O)(=O)Cc2ccc(C(=O)O)o2)cc1
  3	0	10	-25	4	4	21	-32
COCCNC(=O)c1cccc2c1C(=O)c1ccc(N3CCOCC3)cc1S2(=O)=O
  -9	-18	-6	-9	-42	-9	2	2
CCOc1ccccc1NC(=O)C1CCCN(S(=O)(=O)c2cccc3cccnc23)C1 (stereo not given)
  18	-16	7	-6	7	-12	-7	4
CSc1ccc(CN2CCC(Oc3cccc(C(=O)N4CCCC4)c3)CC2)cc1
  6	0	-4	34	4	-6	-11	-1
CC1Cc2ccccc2N1C(=O)CSc1nnnn1C (stereo not given)
  -8	7	-2	-15	2	-3	10	5
CCOc1cc2sc(N3CCC(C(=O)NCCCN4CCCC4=O)CC3)nc2cc1Br
  -14	11	-6	-12	3	-7	-50	-15
C=CCN=C1S/C(=C\c2ccc(Cl)cc2)C(=O)N1CC=C
  -6	-4	-1	5	-3	-10	1	9
O=C(O)CSc1nnc(Cn2c(=O)sc3ccccc32)n1-c1cccc(Cl)c1
  -11	-6	-5	3	-3	-7	19	0
O=C(OCC(=O)c1cccc2ccccc12)c1ccc(CO)cc1
  -11	21	3	-8	3	12	-25	7
CCOc1ccccc1N1CCN(C(=O)c2ccc(-c3ccc(OC(C)=O)cc3)cc2)CC1
  7	6	3	3	2	-8	-13	25
CSCCC(NS(=O)(=O)/C=C/c1ccccc1)C(=O)O (stereo not given)
  -23	-6	-1	-18	-10	-9	1	8

Some of these compounds in order of length of the SMILES, falling.
Screens in order: Jurkat NFkB inh	SENP7 inh	HKDC1 inh	Gli-Sufu antag	UBC13 inh	SENP8 inh	697 NFkB inh	Apaf-1 inh
Cc1ccc(C)c(-n2c(Cc3cc(=O)[nH]c(=O)[nH]3)nnc2SCC(=O)NCC2CCCO2)c1 (stereo not given)
  -14	7	-2	2	1	1	-10	-1
CCOc1ccccc1N1CCN(C(=O)c2ccc(-c3ccc(OC(C)=O)cc3)cc2)CC1
  7	6	3	3	2	-8	-13	25
COC(=O)c1scc(C#N)c1N/N=C(\C#N)S(=O)(=O)c1ccc(Cl)cc1
  6	-1	6	2	-16	4	-16	-10
CCOc1ccccc1NC(=O)C1CCCN(S(=O)(=O)c2cccc3cccnc23)C1 (stereo not given)
  18	-16	7	-6	7	-12	-7	4
CCOc1cc2sc(N3CCC(C(=O)NCCCN4CCCC4=O)CC3)nc2cc1Br
  -14	11	-6	-12	3	-7	-50	-15
O=C(Nc1cccc(-c2cccc(Cl)c2)c1)C1CCN(Cc2ccon2)CC1
  -2	7	2	11	16	2	-1	33
CSc1ccc(CN2CCC(Oc3cccc(C(=O)N4CCCC4)c3)CC2)cc1
  6	0	-4	34	4	-6	-11	-1
CCc1cccc(CC)c1NC(=S)N1CCn2cccc2C1c1ccncc1 (stereo not given)
  12	12	-3	7	-13	-5	4	-12
C=CCN=C1S/C(=C\c2ccc(Cl)cc2)C(=O)N1CC=C
  -6	-4	-1	5	-3	-10	1	9
O=C(OCC(=O)c1cccc2ccccc12)c1ccc(CO)cc1
  -11	21	3	-8	3	12	-25	7
Cc1ccc(S(=O)(=O)Cc2ccc(C(=O)O)o2)cc1
  3	0	10	-25	4	4	21	-32
CC1Cc2ccccc2N1C(=O)CSc1nnnn1C (stereo not given)
  -8	7	-2	-15	2	-3	10	5
CNC(=O)c1cc2c(ccc3ccccc32)o1
  -29	4	0	-27	-1	-2	-10	3

More compounds:
Screens in order: Jurkat NFkB inh	SENP7 inh	HKDC1 inh	Gli-Sufu antag	UBC13 inh	SENP8 inh	697 NFkB inh	Apaf-1 inh
O=C(CN1CCOCC1)NCC12CC3CC(CC(C3)C1)C2
  1	-6	-5	-5	3	1	-3	-1
O=C1c2ccccc2C(=O)N1CCC1=CCCCC1
  -14	-9	-2	-37	8	-15	-60	6
COC(=O)NNC(=S)Nc1cc(OC)ccc1OC
  -2	4	12	6	0	-2	19	-3
CC(C)CC1NC(=O)N(CC(=O)Nc2ccc3c(c2)CCC3)C1=O (stereo not given)
  -7	0	-14	2	-17	-8	0	7
CC1(C)CC2(CCCN(C(=S)Nc3ccccc3)C2)CCO1 (stereo not given)
  16	4	-4	1	2	5	2	-8
COc1ccc(OCc2cn3c(C)cc(C)nc3n2)cc1
  -8	10	-9	-8	-2	-5	-5	8
CN(c1ccc(OCc2nnc(-c3ccccc3)o2)cc1)S(=O)(=O)c1ccccc1
  -16	17	1	2	0	-12	-15	11
CCN(CCNc1ccc(Cl)cc1[N+](=O)[O-])C(=O)c1cc([N+](=O)[O-])c(N(C)C)cc1OC
  10	4	4	9	-71	-5	19	-13
COc1ccccc1N(CC(=O)NCc1ccco1)C(=O)CCC(=O)Nc1ccccn1
  -1	2	-5	-16	4	-2	18	-5
COc1ccccc1NC(=O)CSc1nnc(-c2ccc(C)cc2)o1
  -162	2	-5	-70	-8	6	-141	-2
Cc1onc(-c2ccccc2)c1C(=O)Nc1ccc(Br)cc1Cl
  -13	-9	1	6	-1	2	-3	-9
O=C(Nc1ccc2nc3n(c(=O)c2c1)CCCC3)c1cncc(Br)c1
  -11	10	5	23	-14	-11	10	-2
C=CCOc1ccc(/C=C2\SC(=S)N(CCC(=O)O)C2=O)cc1
  47	99*	9	15	-7	98*	62*	-8
O=C(Nc1c(Cl)ccc2nsnc12)c1ccc([N+](=O)[O-])o1
  18	11	10	-25	-8	7	-7	-3
COC(=O)c1cc(NC(=O)Cc2ccc(OC)c(OC)c2)cc(C(=O)OC)c1
  16	1	3	2	-1	-5	16	4
O=C(O)C1CC=CCC1C(=O)c1ccccc1 (stereo not given)
  -6	4	3	-2	3	-4	0	-6
COc1ccc(CC(=O)N2CCN=C2SC)cc1
  -5	6	-4	-7	0	1	12	-6
O=C(CCCOc1ccc(Cl)cc1Cl)Nc1cccnc1
  5	-7	-2	26	6	-5	-2	7
CCOC(=O)c1c(S(=O)(=O)NCC(=O)Nc2ccc(C)cc2)c(C)n(C)c1C
  6	-4	-5	-2	6	2	4	1
CCCSc1nc2sc3c(c2c(=O)[nH]1)CC(C)(CC)OC3 (stereo not given)
  -9	-3	-7	21	4	-14	1	12
CC(C)C(=O)Nc1ccc(C(=O)N2CCCCCC2)cc1
  -11	-2	-5	11	-5	5	22	4
CCOc1ccc(/C=C2\SC(=S)N(N3C(=O)C4CC4C3=O)C2=O)cc1 (stereo not given)
  8	7	-12	-12	-12	4	14	14
Cc1ccccc1-c1cc2nc(-c3ccc([N+](=O)[O-])cc3)cc(=O)n2[nH]1
  8	9	0	24	-6	-1	1	15
CCOC(=O)c1ccc(Nc2nc(C)nc3c2nnn3Cc2ccccc2)cc1
  -9	6	-6	5	2	2	-2	11
CCOC(=O)c1c(C)nc2c(c1-c1ccc(OC)c(OC)c1)C(=O)c1ccccc1-2
  -1	-5	-6	-7	-6	-14	-5	-8
CN1CCN(C(=O)C2=C[C@@H](c3ccc(C(F)(F)F)cc3)C[C@@H](OCCCCO)O2)CC1
  -3	7	-2	18	3	10	17	1
Cc1ccc(S(=O)(=O)N2CCN(S(=O)(=O)N3CCCCC3)CC2)cc1
  13	-5	4	-4	-1	-7	7	1
Cc1ccc(/C=C2\SC(N3CCCC3)=NC2=O)cc1
  -3	-3	x	x	13	-9	-15	-10
CCCCNC(=O)C(C)N(CCN(C)C)C(=O)CCCCCN1C(=O)NC(c2ccc(Cl)cc2)C(C(=O)OCc2ccccc2)=C1C (stereo not given)
  x	4	-3	0	x	x	-9	67*
Cc1c(C(=O)O)c(=O)n(-c2ccccc2)n1-c1ccccc1
  8	2	5	7	0	-1	2	-3
C#CCOCCOCCOCCNc1nc(N2CCN(C(=O)CCCCCCCCCCNC(=O)Cn3cc(C[C@@H](C)O)nn3)CC2)nc(N2CCN(C(=O)CCCCCCCCCCNC(=O)[C@H](CCCCN)n3cc(C[C@@H](C)CC)nn3)CC2)n1
  28	11	-9	12	122*	-25	-17	71*
CCCS(=O)(=O)N1CCC(C(=O)NC2CCCC(C)C2C)CC1 (stereo not given)
  4	3	-4	-19	-5	-2	-6	5
CC1(/[N+]([O-])=C\c2ccccc2F)CCCCC1=O (stereo not given)
  -5	2	-3	2	0	5	0	-15
CC(Sc1nnc(C2CC2)n1C)C(=O)Nc1ccc(N2CCOCC2)cc1 (stereo not given)
  -12	15	-7	-10	-4	-10	-19	-5
O=C(COC(=O)c1ccc(F)cc1)Nc1ccc2c(c1)OCO2
  -4	-9	-4	-30	-20	-15	-5	5
O=C(COC(=O)CNC(=O)c1ccccc1)Nc1ccccc1Cl
  -1	-3	-10	7	5	-3	23	-1
Cc1nc2n(n1)C(c1ccccc1)C1=C(CC(c3ccco3)CC1=O)N2 (stereo not given)
  -5	-2	2	13	-7	-4	-41	5
O=C(C1CCN(S(=O)(=O)c2cccc3nsnc23)CC1)N1CCc2ccccc2C1
  7	-9	8	5	2	-1	-11	2
Cc1c(NC(=O)COC(=O)c2ccccc2Cl)c(=O)n(-c2ccccc2)n1C
  10	-3	-4	7	1	4	21	-4
Cc1cccc(C)c1NC(=O)CNC(=O)c1ccccc1OCc1ccccc1
  -1	-15	1	3	-7	-5	2	15
Cc1cccc(NC(=O)COc2ccc(/C=C\c3[nH]c(=O)[nH]c(=O)c3[N+](=O)[O-])cc2)c1
  10	1	16	6	-6	20	18	9
O=C(CCC1CCCCC1)Nc1nccs1
  -18	4	-7	-25	4	-16	-2	-5

3 entries already listed, sorted by their value in Jurkat NFkB inh, ascending.
| compound | Jurkat NFkB inh |
| --- | --- |
| O=C(CCC1CCCCC1)Nc1nccs1 | -18 |
| Cc1ccccc1-c1cc2nc(-c3ccc([N+](=O)[O-])cc3)cc(=O)n2[nH]1 | 8 |
| Cc1ccc(S(=O)(=O)N2CCN(S(=O)(=O)N3CCCCC3)CC2)cc1 | 13 |
